human PMI inhibition – MPI enzyme activity inhibition – biochemical, fluorescence intensity, coupled assay, primary screen (AID 1209) | purified PMI enzyme, coupled fluorescence intensity; higher % means a stronger effect | one-dose inhibition, % at 20 µM; IC50 in µM for titrated hits | 0.42% of 190,000 active;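 further: plate controls were DMSO vehicle for no effect and wells lacking substrate for full effect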
P. falciparum M1AAP – P. falciparum M1AAP inhibitors, biochemical, fluorogenic H-Leu-NHMec substrate, 1536-well (AID 1445); one-dose inhibition, % at 30 µM; IC50 in µM for titrated hits; recombinant M1AAP, H-Leu-NHMec fluorogenic kinetic assay; higher % means a stronger effect; 0.42% of 220,000 active;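 active means primary inhibition above the hit cutoff, then over 50% inhibition at one or more dose response concentrations, cut at about 23% in these data, passing the limit was not always enough; inconclusive means conflicting primary data, or primary hits not chosen for dose response; inactive means low primary inhibition, or under 50% at every dose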;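 further: plate controls were DMSO full reaction for no effect and no enzyme background for full effect; strong numbers were not always called active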
Myeloid diff MLP – compounds promoting myeloid differentiation | calls only at 10 µM | ER-HoxA9 myeloid progenitors, lysozyme-GFP differentiation, flow cytometry | 1% of 360,000 active;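 active means normalized GFP-positive differentiation at or above the plate's own cutoff, the solvent-only control mean plus 3 SD; inconclusive means no clear call, values can overlap the other calls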;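 further: cells exposed to compound for four days before flow analysis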
TNAP activation fold – human TNAP enzyme activators, primary screen, biochemical, luminescent, no phosphate acceptor, uHTS (AID 1001); purified TNAP, luminescent activation assay, no phosphate acceptor; higher activation fold means a stronger effect; activation fold at 20 µM, or EC50 in µM where a hit was titrated; 0.03% of 200,000 active; in the data active means activation fold from about 3, or a potency from the dose series; inactive means the rest, 99 in 100 with activation fold below about 1.6; further: many of its hits are not listed in these tables
CSM14.1 death rescue – rescue of cells from ER stress-induced death, primary screen, 384-well, CSM14.1, thapsigargin, ATP luminescence (AID 1222). cellular ATP content (survival), % at 20 µM; hits with a dose series show EC50 in µM. CSM14.1 thapsigargin-induced death rescue, ATP luminescence; higher % means a stronger effect. 190,000 tested, under 10 active;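 active means EC50 below 50 µM in the dose-response confirmation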;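 further: death triggered by thapsigargin at about 15 µM added after 2 h compound pretreatment; cell ATP read after overnight thapsigargin exposure of roughly 18 to 22 hours; normalized against plate controls of thapsigargin alone and 5% DMSO vehicle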
WT yeast gro inh – growth inhibition of WT yeast, mitochondrial fusion screen. mitochondrial fusion phenotypic screen, WT strain. inhibition, % at 10 µM. 2.1% of 190,000 active. AID 1362; in the data active means inhibition above about 58%; tested in S. cerevisiae
human PMI inhibitors – human PMI inhibitors, high substrate, primary screen, biochemical, fluorescence intensity, high mannose 6-phosphate (AID 1220); recombinant PMI enzyme, coupled fluorescence intensity; higher % means a stronger effect; one-dose inhibition, % at 20 µM; IC50 in µM for titrated hits; 0.66% of 190,000 active
K1F lysis inhibition – protection from phage-mediated lysis, alamar blue read-out – E. coli UTI89, K1F phage, bacterial capsule biogenesis inhibitors (AID 488966); E. coli UTI89 K1F phage lysis, alamar blue, 2 h; higher % means a stronger effect; one-dose inhibition, % at 100 µM; IC50 in µM for titrated hits; 0.02% of 340,000 active;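 active means phage lysis inhibition, versus mean bacterial control, above a set limit; inconclusive means no clear call, values can overlap the other calls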;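 further: capsule biogenesis inhibitors block K1F phage lysis so surviving cells raise fluorescence; higher fluorescence means more inhibition of phage lysis; actives were called in the ten point dose series up to 300 µM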
Hep lipid drop – modulators of hepatic lipid droplet formation. AID 1656. inhibition, % at 6.5 µM. AML12 mouse hepatocytes, oleate lipid droplets, BODIPY imaging. 0.4% of 240,000 active;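 active means lipid droplet intensity inhibited by at least 50%, with more than 500 cells counted; inconclusive means wells with under 300 cells, treated as cytotoxic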
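Assay system: AML12 hepatocytes (mouse); Probe or stimulus: oleic acid at 100 µM to induce lipid droplet formation; Dosing: compound at 6.5 µM only; Schedule: compound with oleate, overnight; Detection: fluorescence imaging, 20x objective, two fields per well; Measure: % inhibition of lipid droplet signal.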
WT yeast gro inh mutant strain – further read-out of WT yeast gro inh, marked with its call; inhibition, %; mitochondrial fusion phenotypic screen, mutant strain inhibition
Hep lipid drop cells 6.5 µM – further read-out of Hep lipid drop, marked with its call; cell count; measured here: cell count, cytotoxicity flag;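 cells counted across two imaged fields per well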
Myeloid diff MLP GFP+ MAC1+ % – further read-out of Myeloid diff MLP, marked with its call; GFP+ MAC1+ double positive, %; measured here: differentiation confirmed by MAC1 staining
Numbers without * were called inactive; i = inactive; ? = inconclusive; . = not tested or not shown; [ ] = remark or other dose. Unless noted, no stated cut-off is given here; in the data, active means inhibition above about 50%; inactive means the rest. Hits appear at their usual frequency; about 4.6% have a hit in one of these screens.

SMILES | human PMI inhibition | P. falciparum M1AAP | Myeloid diff MLP | Myeloid diff MLP GFP+ MAC1+ % | TNAP activation fold | CSM14.1 death rescue | WT yeast gro inh | WT yeast gro inh mutant strain | human PMI inhibitors | K1F lysis inhibition | Hep lipid drop | Hep lipid drop cells 6.5 µM
O=C(CC1C(=O)N(c2ccccc2)C(=O)N1Cc1ccco1)Nc1ccccc1 (stereo unspecified) | -9.1% | 3.5% | i | 0.2 | 1.1 | -1.3% | -12.5 | -8.7 | -9.6% | 0.4% | 0.2 | 654
COc1ccc(-c2cc3c(=O)n(CC(=O)NC4CCN(Cc5ccccc5)CC4)ncn3n2)cc1 | 7.4% | -8.8% | i | 0.6 | 1.1 | . | -11.9 | -16.7 | 7.4% | 0.7% | -2.3 | 675
CCN(Cc1ccccc1)C(c1ccccn1)c1nnnn1C1CCCCC1 (stereo unspecified) | 2.6% | 9.2% | i | 1.0 | 1.1 | 2.3% | 7.8 | 4.5 | 9.2% | 0.1% | 11.6 | 760
CCOC(=O)c1c(NC(=O)CSc2nnc(CNc3ccc(Cl)cc3)o2)sc(C)c1C | 18.7% | 8.4% | i | 0.8 | 1 | 1.5% | 12.5 | -13.3 | 17.9% | -1.7% | -14.6 | 745
COc1cc2c(O)c3c(c(-c4ccc5c(c4)OCO5)c2cc1OC)C(=O)OC3 | 4.8% | 13.3% | ? | . | 1 | 1.6% | -3.1 | 6.1 | 9.8% | -0.1% | . | .
CN(C)S(=O)(=O)Nc1ccc(Br)cc1F | 10.0% | 1.9% | i | 0.7 | 1 | -2.2% | -11.6 | -12.1 | 8.2% | 0.7% | -22.8 | 769
COc1ccc(OCC(=O)NC(=S)Nc2ccc3c4c(cccc24)CC3)cc1 | 15.6% | 11.3% | i | 0.7 | 1 | -3.8% | -11.9 | -7.1 | 18.0% | 0.1% | -9.9 | 780
COc1ccc(CNc2nc(-c3cccnc3)nn2C(=O)CC(C)C)cc1 | -4.0% | 1.6% | i | 0.1 | 1 | 0.5% | 43.5 | 19.2 | 7.0% | -1.1% | 31.3 | 807
O=C(N/N=C/c1c[nH]c2ccc(Br)cc12)c1ccncc1 | 11.2% | 17.1% | i | 0.6 | 1.1 | 1.1% | 2.9 | 6.9 | -4.4% | 0.1% | 15.0 | 589
O=C(c1ccc(S(=O)(=O)N2CCOCC2)cc1)N1CCN(c2ccccn2)CC1 | 8.6% | -3.4% | i | 0.6 | 1.1 | -0.3% | 5.0 | 14.2 | 11.3% | 0.0% | 10.9 | 765
Cc1ccc2c(c1)C(=O)C(=O)N2CC(=O)OC(C)C | 24.8% | 5.8% | i | 2.3 | 1 | -1.6% | 16.1 | -2.3 | 28.8% | 0.6% | . | .
C/C(CC(=O)NC1CCCC1)=N\NC(=O)c1ccc([N+](=O)[O-])c(Cl)c1 | -14.9% | 9.0% | i | 1.0 | 1 | -1.6% | -8.6 | -4.6 | -7.6% | 0.9% | -3.1 | 699
COc1cc2nc(-c3ccc(Br)o3)oc(=O)c2cc1OC | 5.9% | 13.6% | i | 0.8 | 1.1 | 2.8% | -25.0 | -11.0 | 1.6% | 5.6% | -5.3 | 748
c1cnc(NC2CCCCCC2)nc1 | -8.8% | 1.2% | i | 0.5 | 1 | -1.2% | 0.6 | 3.5 | -19.4% | 0.8% | . | .
COc1ccc(Nc2c(C)cccc2C)cc1 | 5.0% | 14.5% | i | 0.7 | 1.1 | -6.4% | 20.1 | -6.1 | 4.4% | 1.0% | -3.4 | 760

Overlap with the part before: 3 entries; new compounds follow.
SMILES | human PMI inhibition | P. falciparum M1AAP | Myeloid diff MLP | Myeloid diff MLP GFP+ MAC1+ % | TNAP activation fold | CSM14.1 death rescue | WT yeast gro inh | WT yeast gro inh mutant strain | human PMI inhibitors | K1F lysis inhibition | Hep lipid drop | Hep lipid drop cells 6.5 µM
COc1cc2nc(-c3ccc(Br)o3)oc(=O)c2cc1OC | 5.9% | 13.6% | i | 0.8 | 1.1 | 2.8% | -25.0 | -11.0 | 1.6% | 5.6% | -5.3 | 748
c1cnc(NC2CCCCCC2)nc1 | -8.8% | 1.2% | i | 0.5 | 1 | -1.2% | 0.6 | 3.5 | -19.4% | 0.8% | . | .
COc1ccc(Nc2c(C)cccc2C)cc1 | 5.0% | 14.5% | i | 0.7 | 1.1 | -6.4% | 20.1 | -6.1 | 4.4% | 1.0% | -3.4 | 760
Cc1ccc(SCc2cc(=O)[nH]c(N3CCOCC3)n2)cc1 | 7.7% | 1.9% | i | 0.5 | 1.1 | 0.5% | 1.4 | 1.9 | 2.1% | -0.2% | . | .
Cc1ccc2nc(SCCC#N)nc(C)c2c1 | 7.1% | 4.4% | i | 1.7 | 1.1 | -3.1% | 14.7 | 16.4 | -0.8% | 2.0% | 1.0 | 783
COc1cc2c(cc1OC)C(C)N(C(=O)Cn1ncc3c1-c1cc(C)ccc1OC3)CC2 (stereo unspecified) | 10.8% | 6.5% | i | 1.1 | 1.1 | -1.4% | 2.7 | 3.6 | 10.9% | 4.4% | -2.9 | 644
c1ccc(CN2CCN(CCN3CCn4c3nc3ccccc34)CC2)cc1 | -6.9% | 4.1% | i | 0.4 | 1.1 | -1.1% | -17.1 | 3.1 | -5.3% | 10.6% | . | .
Cc1ccc(/C=N/N2CCN(Cc3ccccc3)CC2)s1 | 9.7% | -4.3% | i | 0.6 | 1.1 | -3.0% | -1.6 | 3.9 | 4.3% | 0.0% | . | .
CCCCCn1c(SCCCC)nc2c1c(=O)[nH]c(=O)n2C | 6.6% | -3.8% | i | 1.3 | 1.1 | -3.9% | 9.5 | 16.6 | -2.8% | -0.3% | -0.8 | 754
COCC1CCCCN1Cc1cn[nH]c1-c1ccc(OC)cc1OC (stereo unspecified) | -0.9% | . | i | 1.0 | 1.1 | -0.9% | -17.1 | -8.5 | -4.1% | 0.0% | 3.4 | 760
C=CCn1c(SCn2nnc3ccccc3c2=O)nnc1-c1ccc(Br)cc1 | 10.9% | 6.5% | i | 8.3 | 1 | 1.5% | 20.4 | 12.4 | 5.2% | 0.6% | -30.4 | 747
COc1ccc(C(=O)NC(=S)Nc2ccc3oc(=O)ccc3c2)cc1 | 19.4% | 1.4% | i | 1.5 | 1.1 | 1.0% | -8.7 | -16.7 | 12.2% | 0.5% | -13.6 | 614
COc1ccc(N2CCN(C(=O)c3cccc4nc(C)oc34)CC2)cc1 | -5.6% | 6.2% | i | 0.2 | 1.1 | -0.7% | -8.7 | -11.3 | 5.9% | 0.7% | 0.6 | 669
COc1cccc(C2C=C(c3cccs3)Nc3ncnn32)c1OC (stereo unspecified) | -41.3% | 12.2% | i | 1.1 | 1 | -6.1% | 2.7 | 7.2 | -60.4% | 2.6% | . | .
CCCC(=O)c1ccc(N2CCN(C(=O)c3ccccc3)CC2)c(F)c1 | 14.4% | 4.5% | i | 0.4 | 1 | 7.3% | 15.3 | -4.0 | 7.9% | 10.6% | 2.4 | 766
O=C(NCCCc1ccccc1)Nc1cccc(Cl)c1 | 15.3% | -3.4% | i | 0.6 | 1.4 | -1.3% | 76.9* | 55.6* | 9.1% | 0.6% | -24.3 | 601
CC(NC(=O)COc1ccccc1-c1ccccc1)c1ccccc1 (stereo unspecified) | 20.2% | 2.3% | i | 0.2 | 1.1 | 0.5% | 70.8* | 5.1* | 6.3% | -0.4% | -4.0 | 592
CCOc1ccccc1NC(=O)Nc1ccc(Cl)cc1 | 17.6% | 4.0% | i | 0.3 | 1.1 | -5.1% | 6.5 | -7.1 | 17.8% | 3.8% | . | .
Cc1cc(C)nc(SCc2nnc(SCC(=O)Nc3ccccc3C)n2Cc2ccco2)n1 | 2.8% | 0.1% | i | 0.7 | 1 | 2.8% | -27.0 | -17.5 | 4.8% | 0.6% | . | .
O=C(CCS(=O)(=O)c1cccc2nsnc12)N1CCN(C(=O)c2ccco2)CC1 | 2.3% | 1.4% | i | 2.7 | 1.1 | . | 5.4 | 5.3 | -4.5% | -0.7% | -18.8 | 701
O=C(COc1ccccc1[N+](=O)[O-])N/N=C/c1ccncc1 | 0.3% | 4.3% | i | 0.4 | 1.1 | 3.5% | -8.4 | -9.6 | 1.5% | 0.1% | 1.7 | 754
CCN(CC)C(=O)CSc1n[nH]c(=S)n1N | . | 2.3% | i | 0.4 | . | . | . | . | . | 0.2% | -3.0 | 716
Cc1ccsc1C(=O)Nc1cccc(S(=O)(=O)N(C)C)c1 | 3.1% | 5.0% | i | 0.3 | 1.1 | 1.6% | -4.5 | -13.2 | 1.8% | 4.8% | -2.0 | 655
CCN(CC)CCNC(=O)C(C)c1nn(CC)c(=O)c2ccccc12 (stereo unspecified) | -0.1% | 1.2% | i | 0.6 | 1.1 | 2.2% | 4.2 | 3.2 | 1.2% | 5.7% | -0.5 | 738
CCc1nnc(NC(=O)[C@@H](NC(=O)c2ccc(C(C)(C)C)cc2)C(C)C)s1 | 2.3% | 10.7% | i | 0.6 | 0.9 | -2.8% | -4.9 | 6.3 | 13.7% | 5.5% | -0.1 | 585
Cc1cccc(OCC(O)Cn2c(NCc3cccnc3)nc3c2c(=O)[nH]c(=O)n3C)c1 (stereo unspecified) | -3.1% | 2.9% | i | 1.2 | 1.2 | -0.1% | 5.2 | 24.4 | 4.5% | -0.1%[50 µM] | . | .

Structures above that have a nitro group on carbon, in the order listed:
SMILES | human PMI inhibition | P. falciparum M1AAP | Myeloid diff MLP | Myeloid diff MLP GFP+ MAC1+ % | TNAP activation fold | CSM14.1 death rescue | WT yeast gro inh | WT yeast gro inh mutant strain | human PMI inhibitors | K1F lysis inhibition | Hep lipid drop | Hep lipid drop cells 6.5 µM
C/C(CC(=O)NC1CCCC1)=N\NC(=O)c1ccc([N+](=O)[O-])c(Cl)c1 | -14.9% | 9.0% | i | 1.0 | 1 | -1.6% | -8.6 | -4.6 | -7.6% | 0.9% | -3.1 | 699
O=C(COc1ccccc1[N+](=O)[O-])N/N=C/c1ccncc1 | 0.3% | 4.3% | i | 0.4 | 1.1 | 3.5% | -8.4 | -9.6 | 1.5% | 0.1% | 1.7 | 754
